Compound activity (PubChem BioAssay)
NOD1 NF-kB reporter – NOD1 signaling inhibitors, primary screen, cell-based, luminescence, uHTS (AID 1578); inhibition, % at 4 µM; hits with a dose series show EC50 in µM; 290,000 tested, 1% active; NOD1-driven NF-kB luciferase reporter cells, luminescence; higher % means a stronger effect; in the data active = inhibition mostly above about 36%, no sharp cut-off; inactive = mostly below about 34%;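 also: HEK-293T reporter cells stimulated with the NOD1 agonist gamma-tri-DAP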
CSM14.1 death rescue – protection against thapsigargin-triggered cell killing – 384-well, CSM14.1, ATP luminescence, primary screen (AID 1222); CSM14.1 thapsigargin-induced death rescue, ATP luminescence; higher % means a stronger effect; cellular ATP content (survival), % at 20 µM; hits with a dose series show EC50 in µM; 190,000 tested, under 10 active;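 active = EC50 below 50 µM in the dose-response confirmation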;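 also: death triggered by thapsigargin at about 15 µM added after 2 h compound pretreatment; cell ATP read after overnight thapsigargin exposure of roughly 18 to 22 hours; normalized against plate controls of thapsigargin alone and 5% DMSO vehicle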
KOR beta-arrestin-1 – KOR antagonists, beta-arrestin recruitment, cell-based, luminescence, uHTS (AID 1778); KOR beta-arrestin recruitment, luminescence, antagonist mode; higher % means a stronger effect; inhibition, % at 10 µM, or IC50 in µM where a hit was titrated; 290,000 tested, 0.091% active; also: strong numbers were not always called active
GPR55 activation – selective activators of receptor GPR55 – imaging, U2OS cells, beta-arrestin-GFP redistribution, primary screen (AID 1961); U2OS GPR55 beta-arrestin-GFP redistribution imaging; higher % means a stronger effect; one-dose activation, % at 10 µM; EC50 in µM for titrated hits; 290,000 tested, 0.048% active;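 active = activation above 40% with more than 50 cells counted in the well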;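 also: U2OS osteosarcoma cells stably expressing GPR55 and beta-arrestin-GFP; plate controls were DMSO negative control for no effect and LPI positive control for full effect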
Yfh1-depleted yeast – mitochondrial function rescue without frataxin homolog – Friedreich's ataxia, plus single-dose screen, dose response (AID 1465). S. cerevisiae Yfh1-off respiration, WST-1 reduction, 72 h; higher fold induction means a stronger effect. 220,000 tested, 0.074% active. fold induction at 50 µM, or EC50 in µM where a hit was titrated;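 active = fold induction of absorbance versus untreated yeast above a set limit, then at least 30% activation at any dose in follow-up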;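 also: activators that raise dye reduction in frataxin-depleted yeast; strong numbers were not always called active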
KOR beta-arrestin-2 – KOR agonists, beta-arrestin recruitment, primary screen, cell-based, luminescence, uHTS (AID 1777); KOR beta-arrestin recruitment, luminescence; higher % means a stronger effect; activation, % at 10 µM, or EC50 in µM where a hit was titrated; 280,000 tested, 0.02% active; in the data active = activation above about 50%, passing the limit was not always enough; also: a part of the inactive calls stands beside numbers as strong as those of hits
TNAP activators – human TNAP enzyme activators, primary screen, biochemical, luminescent, no phosphate acceptor, uHTS (AID 1001); purified TNAP, luminescent activation assay, no phosphate acceptor; higher activation fold means a stronger effect; activation fold at 20 µM; hits with a dose series show EC50 in µM; 200,000 tested, 0.03% active; in the data active = activation fold from about 3, or a potency from the dose series; inactive = the rest, 99 in 100 with activation fold below about 1.6; also: many of its hits are not listed in these tables
NTR1 ag – agonists of NTR1, primary screen, imaging, U2OS cells, beta-arrestin-GFP, high content (AID 493036); P30989; NTR1-U2OS beta-arrestin-GFP spot imaging, agonist mode; activation, % at 20 µM; 330,000 tested, 0.17% active;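 active = activation at or above 40% of the spot to cytoplasm intensity ratio, with at least 20 cells analyzed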;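 also: 0% = DMSO without peptide and 100% = 100 nM NTR1 peptide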
Target sequence (P30989 whole entry, looked up): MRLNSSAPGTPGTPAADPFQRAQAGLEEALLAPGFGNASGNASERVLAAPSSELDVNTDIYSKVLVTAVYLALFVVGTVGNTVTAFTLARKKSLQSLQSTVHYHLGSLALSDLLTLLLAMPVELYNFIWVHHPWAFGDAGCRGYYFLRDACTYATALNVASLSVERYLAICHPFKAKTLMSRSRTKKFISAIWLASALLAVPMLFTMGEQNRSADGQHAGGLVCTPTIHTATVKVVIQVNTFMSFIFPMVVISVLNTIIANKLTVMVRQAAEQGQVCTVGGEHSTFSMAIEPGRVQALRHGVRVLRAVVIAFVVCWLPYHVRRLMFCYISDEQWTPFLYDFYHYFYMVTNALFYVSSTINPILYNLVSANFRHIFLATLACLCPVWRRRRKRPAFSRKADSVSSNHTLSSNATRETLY
HEK293 NOD2/NF-kB – inhibition of NOD2-driven NF-kB reporter – cell-based, luminescence, uHTS, HEK293 (AID 1566). one-dose inhibition, % at 4 µM; EC50 in µM for titrated hits. 290,000 tested, 0.63% active. HEK293 NOD2/NF-kB luciferase reporter, luminescence; higher % means a stronger effect; also: many of its hits are not listed in these tables
NTR1 ag cell count 20 µM – also measured in NTR1 ag; calls as there; cell count; measured here: cell count, cytotoxicity flag
The depositor's hits bear a star; [ ] = another dose, or the depositor's remark. Rule as the data show it, unless noted: active = inhibition above about 50%; inactive = the rest.

O=c1c2ccccc2nnn1CSc1ccc2c(c1)OCCO2 was read as NOD1 NF-kB reporter -38%, CSM14.1 death rescue 1.4%, KOR beta-arrestin-1 4%, GPR55 activation 0.2%, Yfh1-depleted yeast inactive, KOR beta-arrestin-2 20%, TNAP activators 1.1, NTR1 ag 0.6, HEK293 NOD2/NF-kB -126% and NTR1 ag cell count 20 µM 62.
CC(=O)NS(=O)(=O)c1ccc2c(c1)C(=O)c1cc(S(=O)(=O)NC(C)=O)ccc1-2 was read as NOD1 NF-kB reporter 35%, KOR beta-arrestin-1 -47%[20 µM], GPR55 activation -0.2%, KOR beta-arrestin-2 10%, NTR1 ag 2.7, HEK293 NOD2/NF-kB 4% and NTR1 ag cell count 20 µM 42.
Screening CCOc1ccc(NC(=O)c2nccnc2CO)cc1 returned NOD1 NF-kB reporter -40%, CSM14.1 death rescue -4.0%, KOR beta-arrestin-1 -9%, GPR55 activation 0.4%, Yfh1-depleted yeast inactive, KOR beta-arrestin-2 -2.8%, TNAP activators 1.1, NTR1 ag -0.1, HEK293 NOD2/NF-kB -94% and NTR1 ag cell count 20 µM 79.
CN(Cc1nc(Cc2ccccc2F)no1)CC1(N2CCOCC2)CCCCC1 was read as NOD1 NF-kB reporter 30%, CSM14.1 death rescue -0.2%, KOR beta-arrestin-1 0%, GPR55 activation -0.3%, Yfh1-depleted yeast inactive, KOR beta-arrestin-2 -2.9%, TNAP activators 1.2, NTR1 ag 0.2, HEK293 NOD2/NF-kB -30% and NTR1 ag cell count 20 µM 68.
Screening c1ccc2c(c1)ncn2CCC1CCCCC1 returned CSM14.1 death rescue -2.0%, KOR beta-arrestin-1 3%, GPR55 activation 0.2%, Yfh1-depleted yeast inactive, KOR beta-arrestin-2 0.3%, TNAP activators 1, NTR1 ag 1.6, HEK293 NOD2/NF-kB -10% and NTR1 ag cell count 20 µM 81.
Screening COc1cc(/C=N/NC(=O)/C(=C\c2ccc([N+](=O)[O-])cc2)NC(=O)c2ccccc2)cc(OC)c1O returned NOD1 NF-kB reporter 2%, CSM14.1 death rescue -0.8%, KOR beta-arrestin-1 30%, GPR55 activation -0.1%, Yfh1-depleted yeast inactive, KOR beta-arrestin-2 -5.4%, TNAP activators 0.9, NTR1 ag 3.2, HEK293 NOD2/NF-kB 6% and NTR1 ag cell count 20 µM 86.
For COc1cc(C)nc(NS(=O)(=O)c2ccccc2)n1 the results were NOD1 NF-kB reporter -14%, CSM14.1 death rescue 0.9%, KOR beta-arrestin-1 36%, GPR55 activation -0.1%, Yfh1-depleted yeast inactive, KOR beta-arrestin-2 -4.2%, TNAP activators 1.1, NTR1 ag -1.0, HEK293 NOD2/NF-kB 6% and NTR1 ag cell count 20 µM 54.
Screening COc1ccc(Cn2c(-c3ccc(OC)cc3)nc3c(c(=O)c4ccccc4n3C)c2=O)cc1 returned NOD1 NF-kB reporter -11%, CSM14.1 death rescue 0.2%, KOR beta-arrestin-1 -8%, GPR55 activation 0.3%, Yfh1-depleted yeast inactive, KOR beta-arrestin-2 20%, TNAP activators 1, NTR1 ag 36, HEK293 NOD2/NF-kB 8% and NTR1 ag cell count 20 µM 72.
Screening C/C(CC(=O)Nc1ccc(C)c(Cl)c1)=N\NC(=O)Cc1ccccc1 returned NOD1 NF-kB reporter -6%, CSM14.1 death rescue -1.7%, KOR beta-arrestin-1 5%, GPR55 activation -0.2%, Yfh1-depleted yeast inactive, KOR beta-arrestin-2 1.1%, TNAP activators 0.8, NTR1 ag -3.5, HEK293 NOD2/NF-kB 11% and NTR1 ag cell count 20 µM 61.
Screening O=C(C[n+]1cccc(CNC(=O)c2ccc(OC(F)F)cc2)c1)Nc1ccc(F)cc1 returned NOD1 NF-kB reporter -20%, CSM14.1 death rescue -1.3%, KOR beta-arrestin-1 -8%, GPR55 activation 0.0%, Yfh1-depleted yeast inactive, KOR beta-arrestin-2 0.0%, TNAP activators 1, NTR1 ag 1.8, HEK293 NOD2/NF-kB 10% and NTR1 ag cell count 20 µM 41.
`COc1ccc(CN(C)CC(=O)Nc2cccc3ccccc23)cc1F` gave NOD1 NF-kB reporter -31%, KOR beta-arrestin-1 -2%, GPR55 activation -0.2%, KOR beta-arrestin-2 -0.7%, NTR1 ag 4.0, HEK293 NOD2/NF-kB -1% and NTR1 ag cell count 20 µM 41.
For Cc1c(Cc2ccccc2)c(=O)oc2c(CN(C)C)c(O)c(Cl)cc12 the results were NOD1 NF-kB reporter -30%, CSM14.1 death rescue 3.0%, KOR beta-arrestin-1 2%, GPR55 activation -0.5%, Yfh1-depleted yeast inactive, KOR beta-arrestin-2 -4.1%, TNAP activators 1.1, NTR1 ag -1.2, HEK293 NOD2/NF-kB 9% and NTR1 ag cell count 20 µM 81.
Cc1nc(N2CCN(c3ccccn3)CC2)c2c(C)c(C(=O)N3CCN(c4cccc(Cl)c4)CC3)sc2n1 was read as NOD1 NF-kB reporter 18%, KOR beta-arrestin-1 -45%, GPR55 activation 0.6%, KOR beta-arrestin-2 0.1%, NTR1 ag 1.5, HEK293 NOD2/NF-kB 39% and NTR1 ag cell count 20 µM 59.
Screening CC(=O)c1c(C)nc(-c2ccc3c(c2)OCO3)n1O returned NOD1 NF-kB reporter -4%, CSM14.1 death rescue -1.3%, KOR beta-arrestin-1 5%, GPR55 activation -0.1%, Yfh1-depleted yeast inactive, KOR beta-arrestin-2 2.5%, TNAP activators 1.1, NTR1 ag -0.2, HEK293 NOD2/NF-kB 4% and NTR1 ag cell count 20 µM 52.
For Cc1ccc(C)c(N2CCN(S(=O)(=O)c3ccc(-c4ccc(=O)[nH]n4)o3)CC2)c1 the results were NOD1 NF-kB reporter -4%, KOR beta-arrestin-1 -18%, GPR55 activation -0.2%, KOR beta-arrestin-2 1.9%, NTR1 ag 1.9, HEK293 NOD2/NF-kB 8% and NTR1 ag cell count 20 µM 51.
COc1cccc(-n2c(=O)c3c(C)c(C(=O)N(C)C)sc3n(CC(=O)NCC3CCCO3)c2=O)c1 (stereo not drawn) was read as NOD1 NF-kB reporter -27%, CSM14.1 death rescue -2.4%, KOR beta-arrestin-1 -2%, GPR55 activation 0.1%, Yfh1-depleted yeast inactive, KOR beta-arrestin-2 9.2%, TNAP activators 1, NTR1 ag -1.2, HEK293 NOD2/NF-kB 17% and NTR1 ag cell count 20 µM 57.
`O=C(C(Cl)Cl)N1CCN(c2ccccn2)CC1` gave NOD1 NF-kB reporter -25%, CSM14.1 death rescue 0.3%, KOR beta-arrestin-1 -19%, GPR55 activation -0.3%, Yfh1-depleted yeast inactive, KOR beta-arrestin-2 8.5%, TNAP activators 1.1, NTR1 ag -1.5, HEK293 NOD2/NF-kB 0% and NTR1 ag cell count 20 µM 30.
`CC(C)OC(=O)c1ccc(NC(=O)c2cncc(Br)c2)cc1` gave NOD1 NF-kB reporter -25%, CSM14.1 death rescue -1.5%, KOR beta-arrestin-1 -13%, GPR55 activation -0.1%, Yfh1-depleted yeast inactive, KOR beta-arrestin-2 -2.5%, TNAP activators 1.1, NTR1 ag -1.5, HEK293 NOD2/NF-kB 15% and NTR1 ag cell count 20 µM 80.
Screening O=C(CCSCCc1ccccn1)Nc1nccs1 returned NOD1 NF-kB reporter 9%, CSM14.1 death rescue -1.0%, KOR beta-arrestin-1 23%, GPR55 activation -0.1%, Yfh1-depleted yeast inactive, KOR beta-arrestin-2 -6.7%, TNAP activators 1.1, NTR1 ag -0.8, HEK293 NOD2/NF-kB 8% and NTR1 ag cell count 20 µM 87.
COc1ccc(OC)c(NC(=S)N(CCc2c(C)[nH]c3ccc(C)cc23)Cc2cccs2)c1 was read as NOD1 NF-kB reporter -26%, CSM14.1 death rescue -0.1%, KOR beta-arrestin-1 8%, GPR55 activation 0.2%, KOR beta-arrestin-2 -1.0%, TNAP activators 1.1, NTR1 ag 3.8, HEK293 NOD2/NF-kB 13% and NTR1 ag cell count 20 µM 93.
Screening CCc1c(C)nc(SCC(=O)NNC(=O)c2ccco2)[nH]c1=O returned NOD1 NF-kB reporter -29%, KOR beta-arrestin-1 -17%, GPR55 activation 0.8%, KOR beta-arrestin-2 6.6%, NTR1 ag -0.3, HEK293 NOD2/NF-kB 8% and NTR1 ag cell count 20 µM 67.
For CN1C2CCC1/C(=C\c1ccccc1F)C(=O)/C2=C/c1ccccc1F the results were NOD1 NF-kB reporter 34%, CSM14.1 death rescue 0.0%, KOR beta-arrestin-1 30%, GPR55 activation 0.8%, Yfh1-depleted yeast inactive, KOR beta-arrestin-2 -2.2%, TNAP activators 1.1, NTR1 ag 9.9, HEK293 NOD2/NF-kB -16% and NTR1 ag cell count 20 µM 50.
`Cc1ccc(-n2c(Cn3nc(C(F)F)cc3C(F)F)n[nH]c2=S)cc1` gave NOD1 NF-kB reporter 6%, CSM14.1 death rescue -1.8%, KOR beta-arrestin-1 9%, GPR55 activation 0.0%, Yfh1-depleted yeast inactive, KOR beta-arrestin-2 -2.5%, TNAP activators 1, NTR1 ag -0.8, HEK293 NOD2/NF-kB 17% and NTR1 ag cell count 20 µM 47.
For COc1ccc(S(=O)(=O)Cc2ccc(C(=O)NC3CCCC3)o2)cc1 the results were NOD1 NF-kB reporter -7%, CSM14.1 death rescue -1.3%, KOR beta-arrestin-1 -21%, GPR55 activation 0.2%, Yfh1-depleted yeast inactive, KOR beta-arrestin-2 -2.1%, TNAP activators 1, NTR1 ag -0.3, HEK293 NOD2/NF-kB -13% and NTR1 ag cell count 20 µM 53.
N#CCCn1nc(-c2ccc(Br)cc2)cc1Nc1ccccc1NC(=O)C(F)(F)F was read as NOD1 NF-kB reporter -36%, CSM14.1 death rescue -0.6%, KOR beta-arrestin-1 -16%, GPR55 activation -0.1%, Yfh1-depleted yeast inactive, KOR beta-arrestin-2 1.9%, TNAP activators 1, NTR1 ag 7.5, HEK293 NOD2/NF-kB -35% and NTR1 ag cell count 20 µM 61.
For COc1ccc(S(=O)(=O)CC(=O)Nc2nnc(C(F)(F)F)s2)cc1 the results were NOD1 NF-kB reporter -26%, KOR beta-arrestin-1 8%, GPR55 activation -0.1%, KOR beta-arrestin-2 1.3%, NTR1 ag 1.5, HEK293 NOD2/NF-kB -7% and NTR1 ag cell count 20 µM 68.
Cc1cccc(/C=N/NC(=O)c2cc(-c3cccnc3)nc3ccccc23)c1 was read as NOD1 NF-kB reporter -15%, CSM14.1 death rescue -1.6%, KOR beta-arrestin-1 22%, GPR55 activation -0.4%, Yfh1-depleted yeast inactive, KOR beta-arrestin-2 -2.2%, TNAP activators 1.1, NTR1 ag -0.9, HEK293 NOD2/NF-kB -5% and NTR1 ag cell count 20 µM 48.
Screening O=C1CSC(c2cccc([N+](=O)[O-])c2)N1CCN1CCCCC1 (stereo not drawn) returned NOD1 NF-kB reporter -20%, CSM14.1 death rescue -0.7%, KOR beta-arrestin-1 26%[20 µM], GPR55 activation -0.1%, Yfh1-depleted yeast inactive, KOR beta-arrestin-2 -3.9%, TNAP activators 1.1, NTR1 ag -1.7, HEK293 NOD2/NF-kB 4% and NTR1 ag cell count 20 µM 54.

This is a subset; rates above refer to the full screens.
